Pol beta inh = inhibitors of human DNA polymerase beta | P06746 | Pol beta primer extension/strand displacement, fluorescence kinetic | Potency, µM (doses to about 114 µM), for inactives: at the top dose activity change, negative = inhibition, actives largely listed as inhibitors | 340,000 tested, 1.3% active | AID 485314; note: potency is the fitted concentration of half-maximal effect; % is set by controls: 0 for no effect and ±100 for the full control effect
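Pol beta (10 nM) was preincubated with compound for 15 min at room temperature. The reaction was then started with 50 nM substrate and read immediately and after a further 10 min at room temperature.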
ERG-DNA inh = ERG Ets/DNA interaction inhibition | fluorescence polarization, His-ERG Ets domain / labelled DNA | Potency, µM (highest dose often 76.9 µM), for inactives: at the highest dose FP activity, negative = inhibition, actives largely listed as inhibitors | 370,000 tested, 0.028% active; active = well fitted inhibition curve with a large enough effect in the polarisation, with a control signal flat; inconclusive = small, poorly fitted or top-dose-only effect, or effect the other way, or a change in a side signal; inactive = no such curve, though single readings can be large or run the other way; the % refers to the polarisation;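 note: polarization taken with two DNA probes labelled with fluorescein and Texas red; potency is the fitted concentration of half-maximal effect; % of control where 0% means no effect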
Target sequence (P11308 whole entry, looked up, the tested form may be a part): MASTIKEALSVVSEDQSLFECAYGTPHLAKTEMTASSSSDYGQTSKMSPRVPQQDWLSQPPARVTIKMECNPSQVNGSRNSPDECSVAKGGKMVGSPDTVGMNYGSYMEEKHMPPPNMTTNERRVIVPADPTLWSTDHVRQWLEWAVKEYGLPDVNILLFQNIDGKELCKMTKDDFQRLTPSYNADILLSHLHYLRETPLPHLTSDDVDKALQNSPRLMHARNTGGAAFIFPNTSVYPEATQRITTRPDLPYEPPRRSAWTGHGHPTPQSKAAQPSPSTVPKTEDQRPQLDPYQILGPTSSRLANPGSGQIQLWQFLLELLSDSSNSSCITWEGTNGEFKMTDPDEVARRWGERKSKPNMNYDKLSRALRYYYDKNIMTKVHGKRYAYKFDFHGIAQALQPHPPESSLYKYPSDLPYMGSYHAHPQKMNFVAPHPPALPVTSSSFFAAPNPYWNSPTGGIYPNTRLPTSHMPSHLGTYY
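His-tagged ERG Ets domain (1 uM in the protein solution; 300mM KCl, 50mM Tris-HCl, 1mM EDTA, 1mM DTT, pH 7.5) received compound, then a probe mix of 5 nM fluorescein-DNA and 100nM Texas-615-DNA. Fluorescence polarization was read for both dyes.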
TRHR ag = TRH receptor (human) agonism; AID 493084; activation, % at 2 µM; TRHR cells, calcium flux fluo-8, FDSS agonist mode; 360,000 tested, 0.18% active; P34981; in the data active = activation above about 30%; note: 0% is about no effect
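Fluo-8-loaded TRHR cells; 10 s baseline, compound added, kinetic Ca2+ fluorescence read 1/s, agonist mode.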
APE1 inh = APE1 (human) endonuclease inhibition; P27695; recombinant APE1, TAMRA/BHQ-2 abasic DNA cleavage fluorescence; Potency, µM (highest dose often 65.8 µM), for inactives: at the highest dose activity change, negative = inhibition, usual class: inhibitors; 350,000 tested, 0.35% active; AID 2517;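 note: potency is the fitted concentration of half-maximal effect; plate controls were vehicle for no effect and reference inhibitor for full effect; nearly all actives have a fitted effect of over 55% in size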
Target sequence (P27695 whole entry, looked up): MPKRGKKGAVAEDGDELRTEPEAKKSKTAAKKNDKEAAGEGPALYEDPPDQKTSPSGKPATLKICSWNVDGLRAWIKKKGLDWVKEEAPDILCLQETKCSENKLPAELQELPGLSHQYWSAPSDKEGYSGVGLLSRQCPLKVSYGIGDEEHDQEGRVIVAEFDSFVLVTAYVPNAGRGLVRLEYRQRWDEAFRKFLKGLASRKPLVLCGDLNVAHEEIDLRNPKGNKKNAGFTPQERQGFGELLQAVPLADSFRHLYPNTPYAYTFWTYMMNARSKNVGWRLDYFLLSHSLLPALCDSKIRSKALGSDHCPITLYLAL
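0.75 nM APE1 + cpd, 15 min RT; start w/ 50 nM TAMRA/BHQ-2 THF-abasic dsDNA; kinetic fluor 525/598 nm ×3 reads @60 s; Δ(read3−read1); normalized to DMSO and NSC13755 control wells.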
ALOX12 inh = inhibitors of human 12S-lipoxygenase ALOX12 | P18054 | 580,000 tested, 1.1% active | purified 12hLO, xylenol orange hydroperoxide absorbance | Potency, µM (highest dose often 108 µM), inactives show at the highest dose activity change, negative = inhibition, actives largely listed as inhibitors; note: potency is the fitted concentration of half-maximal effect; % is set by controls: 0 for no effect and ±100 for the full control effect
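Purified human 12hLO at 150 nM in 25 mM Hepes, 0.01% Triton X-100, pH 7.0, preincubated 15 min at room temperature with compound. Reaction started with 40 uM arachidonic acid, 30 min at room temperature. Hydroperoxide measured by Fe-xylenol orange, 573/405 nm absorbance ratio.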
Anesthetic bind = binds horse apoferritin like a general anesthetic; P02791; apoferritin/1-aminoanthracene competitive binding, fluorescence; Potency, µM (titrated, usually from 77.5 µM), inactives show at the highest dose activity change, negative = displacement, hits mostly inhibitors; 350,000 tested, 0.074% active; note: potency is the fitted concentration of half-maximal effect; % is set by controls: 0 for no effect and ±100 for the full control effect; nearly all actives have a fitted effect of over 20% in size
Target sequence (P02791 2-175 limits assumed): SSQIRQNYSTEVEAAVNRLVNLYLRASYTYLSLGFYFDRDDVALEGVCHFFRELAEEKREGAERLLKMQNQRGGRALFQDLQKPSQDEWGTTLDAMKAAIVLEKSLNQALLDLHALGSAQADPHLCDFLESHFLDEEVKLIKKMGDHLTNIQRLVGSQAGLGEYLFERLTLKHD
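10 uM apoferritin + 50% sat. 1-AMA, PBS; cpd 10 min RT; Ex380/Em535 endpoint; normalized to free probe vs complex; 4-param Hill fit; propofol titration as pos. ctrl.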
Pol iota inh = blocks human DNA polymerase iota activity. Pol iota fluorescent replication assay, 10 min. Potency, µM (top dose mostly 115 µM), for the others: at the top dose activity, negative = inhibition, actives largely listed as inhibitors. 390,000 tested, 1% active; note: potency is the fitted concentration of half-maximal effect
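Fluorescent replication assay read twice, at 0 min and 10 min after adding 50 nM (final) substrate. Enzyme (10 nM) and compounds were first incubated 15 min at room temperature; enzyme-free buffer wells were negative controls.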
POLK inh = blocks human DNA polymerase kappa activity; purified Pol kappa, fluorescent DNA synthesis assay, 10 min; Potency, µM (titrated, usually from 107 µM), for the others: top-dose activity, negative = inhibition, usual class: inhibitors; 400,000 tested, 0.53% active; AID 588579; note: potency is the fitted concentration of half-maximal effect; % is set by controls: 0 for no effect and ±100 for the full control effect
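Kinetic fluorescence screen: compound preincubated 15 min RT with 10 nM enzyme; 50 nM substrate (final) initiates; reads at 0/10 min.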
BLM inh = Bloom syndrome helicase (human) inhibition; 350,000 tested, 0.2% active; recombinant BLM DNA unwinding, fluorescence dequenching; AID 2528; P54132; Potency, µM (series often up to 56.1 µM), without a hit: top-dose activity change, negative = inhibition, actives largely listed as inhibitors;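 note: potency is the fitted concentration of half-maximal effect; plate controls were vehicle for no effect and no enzyme for full effect; nearly all actives have a fitted effect of over 35% in size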
The depositor's hits bear a star; ? = inconclusive; . = not tested or not shown; & = joins results of further samples; [ ] = another dose, or the depositor's remark. Unless noted, calls come from the whole dose curve; as a rule, active = well fitted curve in the direction sought with a large enough effect; inconclusive = small, poorly fitted or top-dose-only effect, or another doubt; inactive = no such curve, though single readings can be large; an effect the other way counts as inactive or inconclusive. An excerpt, so the mix of outcomes need not match the whole.

SMILES	Pol beta inh	ERG-DNA inh	TRHR ag	APE1 inh	ALOX12 inh	Anesthetic bind	Pol iota inh	POLK inh	BLM inh
O=C(O)CNS(=O)(=O)c1ccc2c(c1)Cc1cc(S(=O)(=O)NCC(=O)O)ccc1-2	-2%	-13%	-0.3	50%[activator]	8.9µM*	-5%	-9%	4%	-4%
Nc1ccc(NC(=O)NC2CCCCC2)cc1[N+](=O)[O-]	7%	1%	-2.5	1%	-4%	-14%	22%	12%	-9%
Oc1ccc(/C=C/c2cnccn2)cc1	26%	8%	-0.7	-5%	-15%	-14%	28%	-1%	-3%
O=C1/C(=C/c2ccc(N3CCOCC3)o2)SC(=Nc2ccccc2)N1CCc1c[nH]c2ccccc12	-1%	.	7.5	-5%	.	?	?	-3%	-6%
CCCCC1=CC2=CC(=O)C(C)(OC(=O)CC)C(=O)C2=CN1CCc1ccccn1 (stereo not drawn)	3%	14%	0.3	0%[12.4 µM]	-15%	-11%	18%	-10%	-3%[12.4 µM]
Cc1nn(C(C)(C)C)c(OC(=O)C2CCCC2)c1S(=O)(=O)c1ccccc1	22%	-4%	-0.5	-7%	3%	3%	-13%	-12%	-8%
Cc1c(O)cc(O)c2c(=O)c(-c3ccc(O)cc3)coc12	.	.	.	-1%	.	-3%	.	-4%[60.1 µM]	5%
CC(C)OC(=O)c1cc(C(=O)c2cc(F)ccc2O)coc1=N	8%	5%	0.8	2%	-26%	-21%	23%	-9%	-6%
Cc1ccc(CN2CCc3nc(N4CCN(C)CC4)ncc3C2)cc1	32%[activator]	-4%	0.8	.	-4%	11%	-11%	-11%[60.1 µM]	-6%
COc1ccc(C(C(=O)NC2CCCC2)N(C(=O)c2ccoc2C)c2ccccc2)cc1 (stereo not drawn)	-1%	5%	-1.2	2%	-10%	-15%	6%	-9%	-2%
COc1ccc(Cc2nnc(NC(=O)CSc3ccc(Cl)cc3)s2)cc1OC	20%	.	3.0	1%	0%	-7%	.	.	-2%
CCc1cc(=O)oc2c(C)c(OCC(=O)N3CCC(C(=O)O)CC3)ccc12	16%	7%	-0.8	4%	0%	-4%	5%	14%	1%
CC(=O)c1ccc(NC(=O)COC(=O)c2nc(Cl)ccc2Cl)cc1	-20%	-2%	-1.0	-2%	11%	-17%	161%[activator]	-19%	0%
Cc1snc(S(=O)(=O)/C(C#N)=N/Nc2ccc(C(F)(F)F)cc2)c1C#N	0%	-4%	0.7	-1%	?	?	0%	1%	-3%
CCOc1ccc(C(=O)N(Cc2ccc(N(C)C)cc2)C2CCS(=O)(=O)C2)cc1 (stereo not drawn)	-1%	-1%	0.0	-6%	0%	-9%	6%	4%	-11%
O=S(=O)(c1ccccc1)c1cnc(-c2cccnc2)nc1-c1ccccc1	37%	?	-0.1	-1%	-4%	-13%	25%	-9%	1%
CCOc1ccc(OCc2ccc(C(=O)N3CCOCC3)cc2)cc1	1%	1%	0.4	-1%	-27%	-8%	-2%	-5%	1%
Cc1cccc(C(=O)N2c3ncnn3C3(CCCCC3)[C@@H]3CCCC[C@@H]32)c1	?	5%	-1.1	.	-29%	-12%	-22%	-22%	0%
Cc1ccc(NC(=O)CN2C(=O)C(c3ccc(F)cc3)=NC2(C)C)c(C)c1	88%	0%	-0.9	.	-25%	-8%	19%	3%	0%
Cc1cc(C)c(S(N)(=O)=O)c(C)c1-n1cnnn1	13%	-1%	0.0	1%	12%	-1%	11%	-5%	1%
CCN(CC)CCCN1C(=O)C(=O)/C(=C(/O)c2ccc3c(c2)CC(C)O3)C1c1ccncc1 (stereo not drawn)	13%	.	0.1	-1%	.	-11%	.	.	-1%
COc1ccc(-c2nnc3n2N=C(c2cccc(Br)c2)CS3)cc1OC	45%	.	-0.1	-1%	.	-11%	.	.	-1%
Cc1ccc(CNC(=O)C2COc3ccccc3C2)cc1 (stereo not drawn)	13%	0%	-1.1	.	-20%	34%[activator]	10%	-5%[60.1 µM]	1%
CCCc1c(C(=O)Nc2cc(C(C)(C)C)on2)cnn1-c1ccccc1	0%	4%	0.6	-1%	?	-3%	5%	3%	-12%
CC(Sc1nnc(CC(C)c2ccccc2)n1N)C(N)=O (stereo not drawn)	-15%	-7%	0.7	53%[activator]	-27%	19%	17%	4%	-4%
Cn1nc(C(=O)Nc2cccc(C(=O)NC3CC3)c2)c2ccccc2c1=O	.	13%	0.4	21%	-18%&-5%	.	-16%	15%	.
O=C1CC(SC(=Nc2ccccc2)Nc2ccccc2)C(=O)N1c1cccc(Cl)c1 (stereo not drawn)	38%	2%	0.5	-5%	-10%	-12%	?	-14%	-11%
O=C(Cn1c(=O)n(Cc2ccco2)c(=O)c2ccccc21)Nc1cccc(F)c1	0%	9%	-1.1	.	?	?	15%	9%	-4%
COc1ccc(CCNS(=O)(=O)c2ccc(N3CCCCS3(=O)=O)cc2)cc1	0%	-3%	-1.0	.	-19%	35%[activator]	11%	0%[60.1 µM]	1%
COc1cc2c(cc1OC)CN(c1nc(-c3cccnc3)nc3ccccc13)CC2	-9%	-2%	-1.1	-7%	417%[activator]	?	95%[activator]	-17%	-2%
Cc1cccc(C)c1NC(=O)C1CCN(S(=O)(=O)c2cccc3nsnc23)CC1	1%	0%	-0.7	.	-14%	-6%	-17%	-11%	-21%
O=C(NCc1ccc(F)cc1)c1cc2ccccn2n1	-2%	-3%	-0.3	-3%	4%[57.4 µM]	-4%	25%	-2%	-5%
CCc1noc(C)c1C(=O)Nc1nc2ccc(OC)cc2s1	.	-12%	-0.1	50%[activator]	13%	.	-10%	3%	.
CCCCCOc1ccc(C(=O)OCC(=O)Nc2cc(C)c(C)cc2[N+](=O)[O-])cc1	8%	5%	-0.7	3%	2%	-11%	14%	-14%	0%
CC1=C(c2ccccc2)[N+](=O)C2(CCCC2)N1[O-]	19%	-7%	0.2	3%	0%	-8%	8%	-7%	-3%
O=C([O-])[C@@H]1[O][Sb+]([O][Sb+]2[O][C@H]([C@H](O)CO)[C@H](O)[C@H](C(=O)[O-])[O]2)[O][C@H]([C@H](O)CO)[C@@H]1O	.	.	.	-3%	.	4%	.	-7%[60.1 µM]	-9%

Ordered by the number under BLM inh (high to low): some entries from above.
canonical_smiles,Pol beta inh,ERG-DNA inh,TRHR ag,ALOX12 inh,Pol iota inh,POLK inh,BLM inh
CCCCCOc1ccc(C(=O)OCC(=O)Nc2cc(C)c(C)cc2[N+](=O)[O-])cc1,8%,5%,-0.7,2%,14%,-14%,0%
Oc1ccc(/C=C/c2cnccn2)cc1,26%,8%,-0.7,-15%,28%,-1%,-3%
O=C1/C(=C/c2ccc(N3CCOCC3)o2)SC(=Nc2ccccc2)N1CCc1c[nH]c2ccccc12,-1%,.,7.5,.,?,-3%,-6%

(next part)
SMILES	Pol beta inh	ERG-DNA inh	TRHR ag	APE1 inh	ALOX12 inh	Anesthetic bind	Pol iota inh	POLK inh	BLM inh
COc1cc(C(C)=O)ccc1OCC(=O)Nc1cc(C)on1	.	-4%	.	-7%	?	.	4%	-22%	.
CCOc1ccc(NC(=O)CN2C(=O)NC(CCSC)C2=O)cc1 (stereo not drawn)	63%	19%	-0.1	13%	?	0%	16%	-10%	-2%
C[C@@]12C(=O)OC(=O)[C@]1(C)C1CCC2O1	.	-1%	0.3	-5%	2%	.	-5%	-28%	.
COc1ccccc1C(=O)Nc1ccc2nc(SCC(=O)N(C)C)sc2c1	24%	-4%	0.1	-8%	-1%	-8%	14%	-16%	5%
CCN(CC)CCNC(=O)C1CCCN(c2nnc(C)c3c(C)n(-c4ccc(Cl)cc4)nc23)C1 (stereo not drawn)	8%	0%	-0.9	.	?	-5%	23%	-13%	-6%
O=C(Nc1ccc(Br)cc1F)c1cccnc1	9%	-3%	0.2	-4%	-1%	-6%	9%	-12%	0%
COc1cccc(C(C(=O)NCc2ccco2)N(Cc2ccco2)C(=O)Cn2nnc3ccccc32)c1 (stereo not drawn)	5%	3%	-0.8	-5%	11%	15%	11%	-6%	6%
CN(Cc1nc(-c2cccnc2)no1)S(=O)(=O)c1ccc2ccccc2c1	13%	-5%	-0.5	-2%	-12%	-16%	14%	-18%	-1%
O=C(NCc1nc(-c2ccccc2)no1)Nc1ccc(F)cc1	25%	-15%	-0.2	4%	3%	-4%	16%	-7%	-2%
O=C1C(=O)N(Cc2cccnc2)C(c2cccc([N+](=O)[O-])c2)/C1=C(/O)c1ccc2c(c1)OCO2 (stereo not drawn)	-19%	11%	-0.4	47%[activator]	?	-6%	-7%	-1%	4%
COc1ccccc1/C=C/C(=O)OCC(=O)c1cc(C)n(C)c1C	.	-6%	-0.3	-2%	8%	.	?	-8%	.
O=C(CSc1ccc(-c2ccco2)nn1)c1ccccc1	11µM*	-3%	-0.5	0%	-18%	-20%	50µM*	?	25µM*
O=C(Nc1ccc(Br)cc1)c1ccc2c(c1)OCO2	11%	-4%	-0.4	37%	396%[activator]	-17%	-13%	-5%	-5%
O=C(Nc1nc(-c2cccs2)cs1)c1ccc(Cl)s1	0%	0%	-0.3	-2%	?	-11%	1%	-15%	-15%
O=C(O)c1ccccc1Nc1ccc([N+](=O)[O-])cc1C(=O)O	-5%	16%	0.2	-2%	0%	-2%	20%	-16%	0%
O=c1c(-c2ccccc2)nc2cncnc2n1Cc1ccc(F)cc1	.	.	.	-2%	81%[activator]	.	.	-13%[60.1 µM]	-11%
CC1=C(C(=O)OCc2ccccc2)C(c2ccccc2)NC(=O)N1CCCC(=O)O (stereo not drawn)	4%	4%	0.3	5%	-28%	-5%	25%	6%	-1%
O=C(Nc1nnc(Cc2ccc(Cl)cc2)s1)c1ccncc1	4%	12%	-0.1	-5%	-2%	-8%	-7%	12%	-7%
CCOC(=O)N1CCN(S(=O)(=O)c2ccc(C)c(C)c2)CC1	-28%	10%	0.0	-3%	14%	-4%	36%[activator]	-8%	-5%
CCc1ccc(CNC(=O)c2cc3cc4ccc(OC)cc4nc3o2)cc1	10%	-13%	-0.3	.	-24%	-8%	-8%	5%	-5%

Screens: PubChem BioAssay, National Center for Advancing Translational Sciences (NCATS)
